procasp3 activ – activates human procaspase-3 | recombinant procaspase-3 D3A, Ac-DEVD-pNA absorbance 405 nm | activation, % at 8.5 µM | 0.11% of 330,000 active | P42574;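 active means activation above the mean of all tested compounds plus 3 SD, cut at about 21% in these data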;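 further: 0% = DMSO alone and 100% = DMSO wells spiked with extra 5 µM PC-3 D3A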
Target sequence (P42574 whole entry D9A/D28A/D175A): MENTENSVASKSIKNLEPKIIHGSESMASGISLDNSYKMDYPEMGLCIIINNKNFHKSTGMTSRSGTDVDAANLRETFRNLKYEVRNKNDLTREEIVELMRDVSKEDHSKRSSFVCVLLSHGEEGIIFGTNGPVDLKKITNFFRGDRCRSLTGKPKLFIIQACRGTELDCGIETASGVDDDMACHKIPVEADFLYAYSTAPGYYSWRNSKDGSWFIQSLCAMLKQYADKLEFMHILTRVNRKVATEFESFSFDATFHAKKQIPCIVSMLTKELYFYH
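Assay system – Procaspase-3 D3A mutant · Benchmarks – DMSO low control, extra-enzyme high control · Technique – 405 nm absorbance of p-nitroaniline, reads at 0 and 120 min · Doses – 8.5 µM nominal · Measure – % activation between DMSO and enzyme-spiked controls · Also added – Ac-DEVD-pNA chromogenic peptide substrate · Schedule – 1 h compound preincubation, 2 h substrate hydrolysis at 25 °C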
PP1 inh – PP1-alpha (human) inhibition in PP5 counter-screen | purified PP1alpha, OMFP fluorescence | 0.9% of 320,000 active | inhibition, % at 6.7 µM;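 active means inhibition above the mean inhibition of all tested compounds plus 3 SD, computed separately for each screening campaign, cut at about 15% in these data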
Target sequence (P62136 whole entry, looked up): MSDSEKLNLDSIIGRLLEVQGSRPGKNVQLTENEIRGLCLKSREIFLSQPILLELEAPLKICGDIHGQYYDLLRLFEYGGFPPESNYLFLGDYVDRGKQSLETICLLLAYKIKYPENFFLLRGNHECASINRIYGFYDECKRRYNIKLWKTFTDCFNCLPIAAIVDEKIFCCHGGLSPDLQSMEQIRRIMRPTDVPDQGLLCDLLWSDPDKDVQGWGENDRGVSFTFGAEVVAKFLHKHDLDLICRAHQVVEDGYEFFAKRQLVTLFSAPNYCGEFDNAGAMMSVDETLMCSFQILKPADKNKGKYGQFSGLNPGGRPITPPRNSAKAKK
Fh CTSL1 inh – blocks F. hepatica cathepsin L1 in PFM18AAP counter-screen | recombinant F. hepatica cathepsin L1, Z-Leu-Arg-MCA fluorescence | inhibition, % at 5.96 µM | 0.49% of 300,000 active | AID 1906;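 active means inhibition above the mean of all tested compounds plus 3 SD, set per screening campaign, cut at about 17% in these data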;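 further: 0% = plate median of test compound wells and 100% = 1 µM Z-Phe-Ala-diazomethylketone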
HCV core dimer – HCV core protein dimerization inhibition | TR-FRET GST/Flag-core106 dimerization, 1536-well | inhibition, % at 5 µM | 0.33% of 300,000 active;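 active means inhibition above the mean of all tested compounds plus 3 SD, set per screening campaign, cut at about 45% in these data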
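Assay system: Tagged HCV core106 pair (GST and Flag) | Buffer or medium: KF-containing HEPES buffer, pH 7.45, DTT, CHAPS, BSA | Also added: Eu donor and XL665 acceptor anti-tag antibodies | Dosing: One concentration, 5 µM, in 0.5% DMSO | Timing: 4 h at 22.5 °C | Technique: TR-FRET 671 and 617 nm emission | Repeats: Singlicate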
PAFAH2 inh – inhibitors of human PAFAH2; Q99487; recombinant PAFAH2, FP-rhodamine activity probe, fluorescence polarization; inhibition, % at 3.39 µM; 0.99% of 340,000 active; AID 492956;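 active means inhibition above the mean over all tested compounds plus 3 SD, cut at about 30% in these data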;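 further: inhibitors block probe labeling of enzyme so polarization drops; 0% = enzyme with DMSO and 100% = wells lacking PAFAH2 protein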
proCasp7 act – counter-screen: procaspase-7 (human) activation; recombinant procaspase-7, Ac-DEVD-pNA absorbance 405 nm; D23A/D198A/D206A triple mutant, cannot self-cleave; scale: DMSO 0, 5 µM enzyme 100; activation, % at 8.5 µM; P55210; 0.093% of 330,000 active;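 active means percent activation above the screen-wide mean plus 3 SD, cut at about 25% in these data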
Target sequence (P55210 whole entry D23A/D198A/D206A): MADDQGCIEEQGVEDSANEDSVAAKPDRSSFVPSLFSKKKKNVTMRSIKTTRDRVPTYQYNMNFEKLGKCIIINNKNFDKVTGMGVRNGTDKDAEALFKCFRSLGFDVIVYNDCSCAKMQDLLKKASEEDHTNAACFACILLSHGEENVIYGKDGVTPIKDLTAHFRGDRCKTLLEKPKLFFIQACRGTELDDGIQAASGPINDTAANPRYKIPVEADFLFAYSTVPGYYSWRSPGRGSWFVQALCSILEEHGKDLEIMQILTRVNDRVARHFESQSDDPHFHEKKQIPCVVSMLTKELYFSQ
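Assay system – Uncleavable procaspase-7 mutant enzyme · Quantity – 2 µM procaspase-7 mutant as dispensed · Times – 1 h preincubation, 2 h reaction · Dosing – single nominal 8.5 µM compound dose, 0.8% DMSO final · Buffer or medium – Zinc-free 50 mM HEPES buffer, pH 7.4, with NaCl and Triton X-100 · Detection – Epi-absorbance of released pNA at 405 nm, two timepoints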
AHR activator – human AHR activation | activation, % at 5 µM | AID 2796 | 2.5% of 320,000 active | AHR-responsive luciferase reporter cells, luminescence; in the data active means activation above about 47%;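 further: 0% = vehicle wells and 100% = reference agonist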
TPT1 inhibitor – C. albicans TPT1 enzyme inhibition; recombinant caTPT1, FP RNA substrate dephosphorylation; inhibition, % at 5 µM; 0.81% of 300,000 active; AID 1962;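 active means inhibition above the mean of all tested compounds plus 3 SD, set per screening campaign, cut at about 24% in these data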;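 further: plate controls were DMSO alone for no effect and ferristatin control at 100 nM for full effect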
PP5 primary – PP5 (human) phosphatase inhibition | 0.18% of 320,000 active | purified PP5c, OMFP substrate fluorescence | AID 1987 | inhibition, % at 6.7 µM;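 active means inhibition above the campaign's mean inhibition across all tested compounds plus 3 SD, cut at about 9.5% in these data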;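 further: 0% = DMSO only and 100% = 100 µM cantharidin control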
Starred values were filed as active, the others as inactive; . = no result given. Not a hit list. About 5.6% of those tested had a hit in this group.

Molecule	procasp3 activ	PP1 inh	Fh CTSL1 inh	HCV core dimer	PAFAH2 inh	proCasp7 act	AHR activator	TPT1 inhibitor	PP5 primary
Cc1ccc(C2(c3ccccc3)NC(=O)N(CC(=O)NC3CCS(=O)(=O)C3)C2=O)cc1C (stereo not given)	7	-2	.	.	9	-7	-1	.	-0.1
CCCn1nnnc1NCc1ccc(Cl)cc1Cl	6	-3	3	2	7	5	3	2	-1.3
COc1ccc(N2CCN(Cc3nc4scc(-c5cccs5)c4c(=O)[nH]3)CC2)cc1	-2	-1	-1	-7	-12	-11	3	6	-7.5
O=C(COc1cccnc1[N+](=O)[O-])NCc1cccs1	3	-4	7	2	1	-2	0	0	1.9
N/C(=N\OC(=O)c1ccccc1)c1ccccn1	-4	-7	1	5	7	-1	8	3	3.4
CCn1c(SCC(=O)NCc2ccccc2)nnc1C(CO)NC(=O)c1ccccc1 (stereo not given)	2	-2	0	0	4	6	0	1	1.2
C=CCN(C(=O)CCC(=O)Nc1cc(C)on1)C(C(=O)NC(C)(C)C)c1cccc(OC)c1OC (stereo not given)	-1	-1	-2	4	2	10	-1	-2	2.0
CCc1cc2ccc(OC)cc2nc1SCC(=O)NNC(=O)c1ccco1	-4	-2	-7	15	6	0	53*	5	0.8
Cn1c(=O)c2c(SCC(=O)NCCc3ccccc3)nc(C3CC3)nc2n(C)c1=O	0	-3	0	-2	.	-7	1	0	0.6
N#C/C(=C\c1cn(CC(=O)N2CCCC2)c2ccccc12)C(=O)NCc1ccc2c(c1)OCO2	-1	-1	1	11	-3	1	0	3	-2.1
O=C(NCC1CCCO1)c1ccc2c(=O)n(CCc3ccccc3)c(=O)[nH]c2c1 (stereo not given)	9	-2	7	3	0	-3	4	-1	0.0
CNC(=S)NCCc1ccc(OC)cc1	0	0	6	-9	1	-1	3	-3	1.1
COc1ccc(C(=O)COC(=O)c2sc(C)nc2C)cc1Cl	2	-1	.	.	6	5	0	.	-0.1
CCC(=O)N1CCc2cc(Br)cc(S(=O)(=O)N(C)c3ccc(OC)cc3)c21	11	-3	1	11	7	6	11	4	1.9
COc1cc([N+](=O)[O-])cc(/C=N/NC(=O)C(C)Nc2cccc3ccccc23)c1O (stereo not given)	-17	23*	-2	-12	2	-30	21	2	1.6
C[C@H](CO)N1C[C@H](C)[C@@H](CN(C)C(=O)NC2CCCCC2)Oc2c(NS(=O)(=O)c3cn(C)cn3)cccc2C1=O	-3	.	.	.	5	-1	-1	.	.
O=C(NN=C1c2ccccc2-c2ccccc21)c1cccc(Br)c1	-5	4	2	-4	3	-5	56*	2	4.4
CC(C)CCN(C(=S)Nc1cccc(C(F)(F)F)c1)C(C)c1ccccn1 (stereo not given)	-5	-5	2	2	-6	-7	0	-4	4.3
Cc1cc([N+](=O)[O-])nn1CC(=O)NCc1ccccc1	10	-1	-8	1	3	-2	0	1	-1.7
COc1ccc(NC(=O)C2=NN(c3ccccc3)C(=O)CC2)cn1	9	-3	.	.	-3	17	9	.	1.5
O=C1N[C@@H](c2ccccc2)COC(=O)[C@@H](Cc2ccc(F)cc2)C/C=C\C[C@@H]1CC(=O)N(CCO)Cc1ccccc1	-5	.	.	.	2	11	2	.	.
COc1ccccc1NC(=O)C1CCN(C(=O)C2CC(=O)N(c3ccc(C)cc3)C2)CC1 (stereo not given)	-1	-6	-6	13	7	-1	0	0	2.2
O=C(COC(=O)c1ccccc1O)NCc1ccccc1Cl	13	.	.	.	8	11	1	.	.
O=C(O)c1cccc(S(=O)(=O)Nc2ccccc2-c2ccccc2)c1	-3	11	-4	7	-4	-2	0	-3	-0.8
O=c1c2c([nH]n1-c1ccccc1)CCSC2	-13	3	0	-3	-13	-15	2	-2	1.2
Cc1ccc(-n2c(=O)cc(N3CCN(Cc4ccccc4)CC3)[nH]c2=O)cc1	0	3	2	1	-8	1	0	-3	2.2
CCOC(=O)C1=NOC(C(=O)NN(C)c2ncc(C(F)(F)F)cc2Cl)C1 (stereo not given)	-5	0	3	2	4	5	1	2	0.7
O=S(=O)(c1cccc2ccccc12)n1nnc2ccccc21	-8	-4	-4	-1	.	2	2	0	0.5
Fc1ccc(Cn2ccc(-c3cnc(-c4ccccc4)s3)n2)cc1	-8	1	4	-2	-4	3	-8	2	2.1
CN(C(=O)CSc1ncn[nH]1)C1(C#N)CCCCC1	9	.	.	.	-5	-7	-1	.	.
C#CCNC(=O)C1=C[C@H](c2ccc(C(F)(F)F)cc2)C[C@H](OCCCCO)O1	6	-1	-2	14	-1	-2	5	0	4.6
COc1ccc(-c2csc(COC(=O)C(C)(C)C)n2)cc1	-3	-7	-1	-1	-4	6	2	-1	2.4
CN(CC(=O)Nc1ccc(F)cc1)C(=O)COC(=O)c1cc([N+](=O)[O-])ccc1N1CCOCC1	13	-8	1	0	0	0	-2	-2	-0.3
FC(F)(F)c1ccc(Oc2ccc(Cl)cc2Br)nc1	-1	-1	4	0	4	0	-1	6	-0.2
CC(=O)c1cc2c(cc1NS(=O)(=O)c1ccccc1C)OCO2	6	-1	2	-3	.	5	3	-6	3.9
OCCC1CN(Cc2cc3c(cc2Cl)OCO3)CCN1C1CCCCC1 (stereo not given)	-3	0	2	0	-10	-6	4	-2	0.4
COc1cc(C)c(CNC2CCCCC2)cc1C	1	2	0	2	2	-6	-1	-2	-1.1
COc1cc(OC)cc(C(=O)OCC(=O)Nc2ccc(F)cc2F)c1	-3	-3	-10	-1	14	7	-1	4	0.7
O=C(NC1=C(Nc2ccc(F)cc2)C(=O)c2ccccc2C1=O)c1ccc(Cl)cc1	-4	2	5	-10	5	-9	88*	1	0.1
CN(CC(=O)Nc1ccccc1C(F)(F)F)C(=O)c1cccc(-n2cccc2)c1	-6	-1	2	13	3	-8	2	-1	-0.4
Nc1ccc(N2CCN(c3ccccc3)CC2)c(F)c1	-3	-6	-4	1	-5	0	-3	1	-1.0
COc1cc(C(=O)NNC(=O)c2cc(=O)[nH]c3ccccc23)cc(OC)c1OC	-4	0	2	1	0	2	0	-1	0.1
O=c1c2ccccc2nc(CSc2nnnn2-c2ccccc2)n1-c1ccccc1Cl	-5	5	0	15	0	12	1	0	0.9
CC(C)c1ccc(NC(=S)Nc2ccc3[nH]c(=O)[nH]c3c2)cc1	-11	4	2	0	2	-3	2	2	0.9
N#Cc1ccc(N2CCCC2C(=O)O)c([N+](=O)[O-])c1 (stereo not given)	-3	0	-1	2	2	13	-4	1	1.8
Cc1c(C(=O)OC/C(O)=C(\C#N)c2nc3ccccc3[nH]2)oc2ccc(Br)cc12	-4	-2	-3	8	-2	2	14	11	-1.4
Cc1nn(Cc2noc(C(=O)NCc3ccccn3)n2)c(C)c1Br	11	-1	-3	1	4	7	0	0	-0.9
Nc1ccc(C(=O)Nc2cccc3ncccc23)cc1	8	1	-1	-7	-1	3	7	-1	0.1
Cc1c(NC(=O)c2cc(-c3ccc(Cl)cc3)on2)c(=O)n(-c2ccccc2)n1C	-5	0	-2	2	3	-2	-3	6	-1.8
C[C@@H]1NC(=O)[C@H](CCC(=O)O)NC(=O)c2cc([N+](=O)[O-])cc(F)c2NCCC[C@@H](C(N)=O)NC1=O	6	1	6	-1	2	0	0	-1	1.6
O=C(CSc1nnc(-c2ccncc2)n1CC1CCCO1)NCc1ccccc1 (stereo not given)	-6	-4	1	0	-2	-13	-1	2	-2.1
COc1ccc(C(CC(=O)O)NC(=O)COc2ccccc2)cc1 (stereo not given)	8	0	0	-2	8	2	-1	-1	0.3
O=C(CN1C(=O)c2ccccc2C1=O)NCc1ccccn1	2	2	-3	-7	-8	21	-2	-5	0.7
COc1ccc(-n2ccnc2SCC(=O)Nc2ccc(OC)cc2OC)cc1	4	0	-3	0	1	6	10	-3	1.3
Cc1cc(=O)[nH]c(SCC(=O)c2ccc(F)c(C)c2)n1	-6	0	-1	1	-6	2	0	-1	1.7
COc1ccc(C(=O)N2CC(c3ccccc3)CC2=O)cc1 (stereo not given)	-5	-1	-1	4	14	6	-2	3	-3.7

(list continues)
Molecule	procasp3 activ	PP1 inh	Fh CTSL1 inh	HCV core dimer	PAFAH2 inh	proCasp7 act	AHR activator	TPT1 inhibitor	PP5 primary
CCOC(=O)/C(C#N)=C/c1cn(CCC(=O)O)nc1-c1cccc(Cl)c1	2	-2	2	6	1	4	1	2	-1.0
CCOCCCn1c(=N)c(S(=O)(=O)c2ccc(C)cc2)cc2c(=O)n3cc(C)ccc3nc21	-19	1	2	3	-7	-23	0	5	-0.6
Cc1ccc(NC(=O)CCCSc2ccccc2)cc1S(=O)(=O)N1CCOCC1	0	-1	-23	2	-1	11	0	-1	-1.2
COc1ccc(OCC(=O)N/N=c2\oc3c(OC)cccc3cc2C(N)=O)cc1	13	0	-1	-9	-5	-8	5	1	-0.9
COc1ccc(S(N)(=O)=O)cc1-c1nnc2c3ccccc3c(C)nn12	11	-5	-5	9	0	1	1	-1	-1.3
COc1ccc([N+](=O)[O-])cc1NC(=S)NC(C)=O	5	-3	1	-1	7	-3	13	-2	-2.1
COc1ccc(NC(=O)C23CC4CC(C2)CC(c2ccc(C)cc2)(C4)C3)cc1	8	7	-2	-3	-16	10	2	-3	4.0
CCCCNc1nc2sc3c(c2c(=O)n1-c1cccc(Cl)c1)CCN(C)C3	1	-4	-1	4	-4	4	0	16	0.6

4 entries from above, with values under each structure.
Results follow in this order: procasp3 activ | PP1 inh | Fh CTSL1 inh | HCV core dimer | PAFAH2 inh | proCasp7 act | AHR activator | TPT1 inhibitor | PP5 primary
> COc1ccc(OCC(=O)N/N=c2\oc3c(OC)cccc3cc2C(N)=O)cc1
→ 13 | 0 | -1 | -9 | -5 | -8 | 5 | 1 | -0.9
> COc1ccc(S(N)(=O)=O)cc1-c1nnc2c3ccccc3c(C)nn12
→ 11 | -5 | -5 | 9 | 0 | 1 | 1 | -1 | -1.3
> COc1ccc([N+](=O)[O-])cc1NC(=S)NC(C)=O
→ 5 | -3 | 1 | -1 | 7 | -3 | 13 | -2 | -2.1
> COc1ccc(NC(=O)C23CC4CC(C2)CC(c2ccc(C)cc2)(C4)C3)cc1
→ 8 | 7 | -2 | -3 | -16 | 10 | 2 | -3 | 4.0

Continued:
Molecule	procasp3 activ	PP1 inh	Fh CTSL1 inh	HCV core dimer	PAFAH2 inh	proCasp7 act	AHR activator	TPT1 inhibitor	PP5 primary
CCN1C(=O)[C@H]2[C@@H](c3ccc(Cl)cc3)N3C(=O)CN(Cc4ccccc4)C(=O)[C@@]3(C)[C@H]2C1=O	0	-4	0	-1	-1	4	0	0	2.2
N/C(=N\c1nc2ccccc2o1)NC(=O)c1cccc(Br)c1	-2	-4	-2	4	.	12	17	1	-0.1
CSc1nc2sc3c(c2c(=O)n1C)CCC(C)C3 (stereo not given)	12	-4	0	-1	18	0	56*	-3	0.7
COc1cccc(CN2CCCC(CNC(=O)c3ccc(F)cc3)C2)c1OC (stereo not given)	-1	-3	1	-10	-2	3	2	2	-2.8
